# Source: PubChem (The Scripps Research Institute Molecular Screening Center)
# OX1R antag-1 = OX1R (HCRTR1) antagonists, primary screen, fluorescence, CHO/OX1R cells, Fluo-8 calcium, orexin A; Orexin/Hypocretin receptor type 1 (Homo sapiens), O43613; Fluo-8 calcium fluorescence; inhibition, % at 5 µM; 330,000 tested, 0.43% active; AID 434989, 2010;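 active = inhibition above its plate's threshold, mean inhibition of all tested compounds on the plate plus 3 SD, cut at about 37% in these data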;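 note: 0% = orexin A challenge wells and 100% = SB-334867-A antagonist wells; not every result past the cut was called active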
# Target sequence (O43613 whole entry, looked up): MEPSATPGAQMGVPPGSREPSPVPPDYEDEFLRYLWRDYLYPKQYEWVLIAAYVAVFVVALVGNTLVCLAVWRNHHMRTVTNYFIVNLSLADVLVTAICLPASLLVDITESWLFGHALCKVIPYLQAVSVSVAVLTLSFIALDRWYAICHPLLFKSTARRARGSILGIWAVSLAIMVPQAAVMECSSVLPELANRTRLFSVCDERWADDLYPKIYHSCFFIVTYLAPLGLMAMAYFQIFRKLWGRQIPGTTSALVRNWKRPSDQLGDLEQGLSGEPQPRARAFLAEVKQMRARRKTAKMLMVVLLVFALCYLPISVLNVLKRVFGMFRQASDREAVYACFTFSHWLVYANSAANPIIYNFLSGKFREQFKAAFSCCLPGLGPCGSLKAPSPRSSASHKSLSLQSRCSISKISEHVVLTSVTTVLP
# OX1R antag-2 = antagonists of human orexin 1 receptor (OX1R). AID 485270, 2010. Orexin/Hypocretin receptor type 1 (Homo sapiens), O43613. OX1R-expressing cells, FRET antagonist read-out. 330,000 tested, 1.8% active. inhibition, % at 6.6 µM; in the data active = inhibition mostly above about 38%, no sharp cut-off; inactive = mostly below about 40%;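 note: 0% = agonist challenge alone and 100% = reference antagonist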
# Starred values were filed as active, the others as inactive.
structure,OX1R antag-1,OX1R antag-2
C/C(=N\NC(=O)COc1ccccc1)c1ccc(O)cc1,-13,27
CCOC(=O)C1=C(COC(=O)/C=C/c2ccc([N+](=O)[O-])cc2)NC(=O)NC1C (stereo unspecified),-15,8
Cn1c(N)c(S(=O)(=O)N2CCCC2)c(=O)n(C)c1=O,10,6
CSc1nsc(SCC(=O)Nc2cccc(C(C)=O)c2)n1,-15,12
Cc1ccc(S(=O)(=O)CCC(=O)OCc2nnc(-c3ccccc3)o2)cc1,-23,7
Cc1c(NC(=O)C(C)OC(=O)c2sc3ccccc3c2Cl)c(=O)n(-c2ccccc2)n1C (stereo unspecified),-21,7
CCc1ccc(N2CC(C(=O)OCC(=O)Nc3cc(C)on3)CC2=O)cc1 (stereo unspecified),-10,4
CN=C1c2cc3c(Br)c(OC)ccc3n2CCN1C,-11,4
Cc1cccc(NS(=O)(=O)c2ccc(C(=O)NCC(C)(C)N3CCOCC3)cc2)c1C,-22,4
O=C(O)[C@@H](O)c1ccccc1,-11,6
COc1ccc(N2CCN(C(=O)CNC(=O)Cc3ccccc3)CC2)cc1,-10,-1
COc1ccc(OC(C)C(=O)N2CCN(c3ccccn3)CC2)cc1 (stereo unspecified),-33,25
COc1cccc(-c2nc(Oc3cc(C)cc(C)c3)c3ccccc3n2)c1O,-16,10
Cc1ccc(S(=O)(=O)NCc2ccccn2)cc1C,-10,27
CCCOc1ccccc1N/C(=N/c1nc(C)cc(C)n1)NC(=O)COc1ccc(OC)cc1,-28,30
Cc1c(CNCCc2ccccc2Cl)c(C(=O)O)c(C)n1-c1ccccc1,-32,-7
CNc1sc(C(=O)c2ccccc2F)c(N)c1-c1nc2ccccc2s1,-20,28
CCNC(=S)N/N=C/c1c(Cl)cccc1Cl,-18,4
CCO/C=C1\C(=O)N(c2ccccc2)C(=O)c2ccccc21,-4,-1
COc1ccc(C2SCCN2C(=S)Nc2ccc(Cl)cc2)cc1 (stereo unspecified),-8,2
O=C1CC(C(=O)N2CCc3ccccc32)CN1c1ccccc1 (stereo unspecified),-24,4
COc1cc2nc(=S)n3[nH]c(CCn4nc(C)cc4C)nc3c2cc1OC,-32,19
CCSc1ccccc1C(=O)Nc1cc(C)on1,-22,6
Cc1cccc(NC(=O)c2ccccc2NC(=O)Cc2ccccc2)c1C,-18,7
Cc1[nH]n(-c2cccc([N+](=O)[O-])c2)c(=O)c1-c1ccccc1,-7,13
Fc1cnc(N2CCN(c3ccccc3)CC2)nc1N1CCN(c2ccccc2)CC1,-3,6
c1ccc(C[n+]2ccc3ccccc3c2)cc1,-9,17
CCN(C(=O)CSc1ncccn1)c1cccc2ccccc12,0,8
O=C(CSCc1cnn(-c2ccccc2)c1-n1cccc1)NCc1ccccn1,-29,10
C=CCC1NS(=O)(=O)OC2CCCCC12 (stereo unspecified),-1,24

# 4 entries already listed, ordered by the number in OX1R antag-2, high to low.
Compound,OX1R antag-1,OX1R antag-2
CCN(C(=O)CSc1ncccn1)c1cccc2ccccc12,0,8
Cc1ccc(S(=O)(=O)CCC(=O)OCc2nnc(-c3ccccc3)o2)cc1,-23,7
Cn1c(N)c(S(=O)(=O)N2CCCC2)c(=O)n(C)c1=O,10,6
COc1ccc(N2CCN(C(=O)CNC(=O)Cc3ccccc3)CC2)cc1,-10,-1

# (cont.)
structure,OX1R antag-1,OX1R antag-2
COc1ccc(-c2n[nH]c(=S)n2-c2ccc(C)cc2C)cc1,-31,7
O=C(CSc1nc2ccccc2s1)NNC(=S)Nc1ccc(Br)cc1,-4,31
CCN(CC)CCCn1c2c(c(SCC(=O)Nc3cccc(C)c3C)nc1=O)CCC2,-11,11
O=C(Nc1ccc(Cl)cc1C(=O)O)c1ccc2c(c1)C(=O)N(Cc1ccco1)C2=O,-6,17
COc1cc(C(=O)NCc2ccc(-n3cccc3)cc2)cc(OC)c1OC,-5,21
O=C(O)c1cc(NC(=O)c2ccco2)cc(NC(=O)c2ccco2)c1,-4,5
C/C(=N\NC(=O)c1ccccc1OCc1ccc(F)cc1)c1ccccn1,-17,11
Cc1cccc(NC(=O)C(C)SCc2nc3sc4c(c3c(=O)[nH]2)CCCC4)n1 (stereo unspecified),-17,49
COc1ccc(OCCCC(=O)Nc2ccc3c(c2)OCCO3)cc1,0,6
O=C(O)c1cn(-c2ccccc2)nc1-c1ccc(Cl)cc1,21,5
COC(=O)c1cc(NC(=O)CSC2=NCCS2)cc(C(=O)OC)c1,-30,4
Cc1c(Cl)c(C(F)(F)F)nn1CC(=O)NCc1ccco1,-34,7
CC(C)NC(=O)Nc1cccc(Cl)c1,0,27
CNC(=O)c1ccc(NC(=O)CN2c3cccc4cccc(c34)S2(=O)=O)cc1,-21,24
O=C(C(Cl)Cl)N1c2ccccc2OCC1c1ccccc1 (stereo unspecified),-2,18
Cc1ccc(NC(=O)c2ccc([N+](=O)[O-])cc2)cc1S(=O)(=O)N(C)C,-44,24
CCCCNC(=O)c1ccccc1NC(=O)C1=C(C)OCCS1,-33,-2
CC(C)=CCN1CCN(Cc2cccn2-c2ncccn2)CC1CCO (stereo unspecified),-1,17
CC1CC(C)CN(CCCNC(=O)c2ccc(CNS(=O)(=O)c3ccc(F)cc3)cc2)C1 (stereo unspecified),-14,15
O=C(CNC(=O)c1cccs1)N/N=C/c1ccc(O)cc1O,-9,16
O=C(NC1CC2CCC(C1)N2C(=O)NCc1ccccc1)C1CC1 (stereo unspecified),7,9
COc1ccc2c(c1)cc(C)c1nnc(SCC(=O)N(C)c3nc(-c4ccccc4)cs3)n12,-12,-2
O=C(Oc1ccc([N+](=O)[O-])cc1)c1ccc2ccccc2n1,5,24
O=C(NCCn1cccn1)C1CCC(=O)N(CCc2ccccc2)C1 (stereo unspecified),-3,8
CC(=NCC1CCCO1)C1=C(O)CC(C)(C)CC1=O (stereo unspecified),-18,-6
COC(=O)C1CCCN1C(=O)COc1ccc(Br)cc1Cl (stereo unspecified),-6,10
CCN(CC)C(=O)C(C)OC(=O)c1ccc(O)cc1 (stereo unspecified),-13,1
O=C(c1cccc(F)c1)N1CCCN(C(=O)c2cccc(F)c2)CC1,2,10
CCCCCc1cc(=O)oc2c(C(CCN3CCCC(C)C3)c3ccc(OC)cc3)c(OC)cc(OC)c12 (stereo unspecified),6,14
Nc1nc(-c2ccccc2)cc(-c2ccccc2O)n1,-17,11

# (list continues)
structure,OX1R antag-1,OX1R antag-2
O=C(NNC(=O)c1cc2cc3ccccc3nc2s1)c1cccc(Cl)c1,-11,2
Cc1ccc(C(=O)NNS(=O)(=O)c2ccc(F)cc2)cc1,-15,1
CCOc1cc(/C=C/c2ccc3cccc([N+](=O)[O-])c3n2)ccc1OCC(=O)N(C)C,-33,8
CC(=O)c1c(C)[nH]c(C(=O)COC(=O)CCNS(=O)(=O)c2ccc(C)c(C)c2)c1C,-22,4
COc1cc(C(=O)N/N=C/c2sc(N3CCOCC3)nc2-c2ccccc2)cc(OC)c1OC,-33,12
C=CCNc1sc(C(=O)C(C)(C)C)c(N)c1C#N,-10,16
Cc1ccc(C2CC(c3ccccc3Cl)n3nc(N)nc3N2)cc1 (stereo unspecified),-3,15
COc1cccc(NCCC(=O)c2cccc([N+](=O)[O-])c2)c1,-14,18
CC(=O)Nc1ccc2c(COC(=O)[C@H](C)N3C(=O)C4CCCCC4C3=O)cc(=O)oc2c1 (stereo partly specified),-9,11
c1ccc(-c2nnc(OCC3CCCO3)c3ccccc23)cc1 (stereo unspecified),-24,27
c1ccc(C[C@H]2CNCCN2CCC23CC4CC(CC(C4)C2)C3)cc1,-13,10
CC1CCN(C(=O)CSc2nnc(Cc3cccn3C)n2CCc2ccccc2)CC1,-36,5
CC(C)N(C(=O)CSc1nc2ccccc2n1Cc1ccc(F)cc1)C(C)C,-16,29
CCOc1ccc(NC(=O)Cn2c(=O)n(CCCC(=O)NC3CCN(Cc4ccccc4)CC3)c(=O)c3ccccc32)cc1,-46,22
Cc1cccc(OCc2nnc(SCC(=O)NCCc3ccccc3)o2)c1,-31,24
Cc1cc(NC(=O)CSCC(=O)N2CCN(c3cccc(C(F)(F)F)c3)CC2)no1,-3,19
Cc1cccc(C)c1NC(=O)C1CC(=O)N(C(C)C)C1 (stereo unspecified),0,11
Cc1ccc(NC(=O)CNC(=O)c2ccc3c(c2)OCO3)nc1,-9,8
Cc1cccc(OCCSc2nnc(-c3ccoc3C)n2C)c1,-9,21
O=C1OCCN1C(=O)[C@H]1[C@H](c2ccc(F)cc2)C(c2ccccc2)=NN1c1ccc(Br)cc1,0,8
Cc1nn(C)c(C)c1Sc1ccc(Br)cc1,-19,35
NC(=O)c1cccc2cc3ccccc3cc12,4,77*
NC1=NC2(CCCC2)n2c(nc3ccccc32)N1,-7,47
O=C(/C=C/c1ccccc1[N+](=O)[O-])NCCCn1ccnc1,-8,32
CC(=O)c1c(C)[nH]c(C(=O)OCC(=O)N2CC(=O)Nc3ccccc32)c1C,-19,13
S=c1[nH]nc(-c2ccco2)n1/N=C/C=C/c1ccco1,-1,12
O=C(Nc1ccc2c(c1)OCO2)c1noc2c1CCCC2,-6,25
Cc1ccc(S(=O)(=O)Nc2ccc(O)c3ncccc23)cc1,5,11
Cc1cccc(NS(=O)(=O)c2cc3c4c(c2)CCC(=O)N4CCC3)c1,-26,10
COC(=O)/C(C#N)=C/c1occc1C,-8,29

# Another view of part of the listing above.
compound: O=C(Nc1ccc2c(c1)OCO2)c1noc2c1CCCC2
  OX1R antag-1 = -6; OX1R antag-2 = 25

compound: Cc1ccc(S(=O)(=O)Nc2ccc(O)c3ncccc23)cc1
  OX1R antag-1 = 5; OX1R antag-2 = 11

compound: Cc1cccc(NS(=O)(=O)c2cc3c4c(c2)CCC(=O)N4CCC3)c1
  OX1R antag-1 = -26; OX1R antag-2 = 10

compound: COC(=O)/C(C#N)=C/c1occc1C
  OX1R antag-1 = -8; OX1R antag-2 = 29

# Next entries
structure,OX1R antag-1,OX1R antag-2
CCOc1ccccc1-c1nnc(SCC(=O)NC2CC3CCC2C3)n1CC (stereo unspecified),-33,36
O=C(CSC1=Nc2ccccc2C2CC=NN12)NCc1ccco1 (stereo unspecified),57*,33
Cc1ccc(-c2[nH]nc3c2C(c2ccsc2)C(C#N)=C(N)O3)cc1 (stereo unspecified),-10,16
CCOc1ccc(NS(=O)(=O)c2ccc(C)c(C(=O)NCCCn3ccnc3)c2)cc1,-23,6
COc1cccc(-c2nc(CS(=O)(=O)CC(=O)NCc3ccc4c(c3)OCO4)c(C)o2)c1,-28,28
C=CCN(CC=C)CCOc1ccc(OC(C)C)cc1,-24,7
CCc1ccc2[nH]c(=O)c(CN(Cc3ccc4c(c3)OCO4)C(=O)c3ccco3)cc2c1,-23,26
COc1cccc(OC)c1C(=O)Nc1nc(-c2ccccc2)cs1,38*,97*
Cc1ccccc1OCC(=O)OCC(=O)c1ccc(OCc2ccccc2)cc1,-11,16
COC(=O)c1cn(-c2ccc(F)cc2)c(=O)c2ccccc12,-10,24
CC(C)c1nc(C#N)c(NN)o1,-17,20
COCOc1ccc(C=O)cc1OCOC,-12,9
Cc1ccc(NC(=O)Nc2ncccc2C)cc1,-13,8
O=S1(=O)N=C2CCCCCN2C(c2ccncc2)N1 (stereo unspecified),-13,22
COc1ccccc1C(=O)Nc1cc2c(ccc3ccccc32)oc1=O,-9,10
COc1ccc(NC(=O)CSc2nc(C)cc(C)n2)c([N+](=O)[O-])c1,-5,11
CCN(CC)c1ccc2c(O)cc(=O)oc2c1,-40,2
COc1cccc(OC)c1OCCCCCc1c(C)n[nH]c1C,-10,40
CCCCNc1nc(-c2ccccc2)cc(C(F)(F)F)c1C(N)=O,-1,7
COc1ccc(-c2nc(-c3cccs3)c(-c3cccs3)[nH]2)cc1O,4,62
COc1ccc(-c2nc3cccc(C)n3c2NCC2CCCO2)cc1O (stereo unspecified),-17,29
C[C@@H]1CN([C@H](C)CO)C(=O)c2cc(NC(=O)Nc3cccc4ccccc34)ccc2O[C@H]1CN(C)Cc1ccc(C(F)(F)F)cc1,-31,-1
O=[N+]([O-])c1cc([N+](=O)[O-])c(Oc2cc(Cl)cc(Cl)c2)cc1NN1CCCCC1,-9,32
C=CCNC(=O)CSc1nnc(-c2ccc(S(=O)(=O)N3CCCC3)cc2)n1C,-35,6
COC(=O)C[C@H]1c2ccccc2S(=O)(=O)N1c1cccc(OC)c1,-12,7
O=C(CCN1C(=O)/C(=C\c2ccc(F)cc2)SC1=S)Nc1ccc(O)cc1,-6,8
CC1(C)C(=O)NCCN1C(=O)CC1C(=O)NCCN1CC(c1ccccc1)c1ccccc1 (stereo unspecified),0,-3
Cc1ccc(NC(=O)Nc2ccc(C(=O)N3CCOCC3)cc2)cc1,-16,13
Cc1ccc(/C=N/NC(=O)C(c2ccncc2)N2CCOCC2)cc1 (stereo unspecified),1,-5
O=C(Nc1ccccc1C(=O)N/N=C/c1ccco1)c1ccccc1,-8,8
COc1ccc(C2CC(c3cccc(Cl)c3)=NN2c2ccc(S(N)(=O)=O)cc2)cc1 (stereo unspecified),20,-5
N#CC1=C(N)Oc2c(ccc3cccnc23)C1c1ccccc1 (stereo unspecified),-10,24
O=C(COC(=O)CNC(=O)c1ccccc1)NCCc1ccccc1,-22,17
